# EWS-Fli inh – blocks EWS/Fli oncoprotein-driven transcription | A673 NR0B1-luciferase reporter, viability-normalised | 350,000 tested, 0.67% active | inhibition, % at 12.6 µM;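 active = mean inhibition of at least 50% after viability correction, with every replicate also passing that limit; inconclusive = mean reaches 50% but only one of two replicates passes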;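 note: firefly luciferase signal divided by Alamar Blue viability fluorescence both relative to DMSO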
# PAX8 inh HTS – PAX8 transcriptional activity inhibition; RMG-I TPO-luciferase reporter, SteadyGlo, 24 h; inhibition, % at 12.6 µM; 360,000 tested, 1.2% active; AID 652154;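 active = mean replicate inhibition at least 60% with every replicate also reaching 60%; inconclusive = only one of the two criteria is met; inactive = mean below 60% and not all replicates reaching 60%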;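 note: luciferase light reporting Pax8 driven TPO promoter activity; plate controls were median of neutral control wells for no effect and mitoxantrone controls for full effect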
# DENV2 CPE – protects cells from dengue virus 2 cytopathic effect | CPE inhibition, % at 9.99 µM | DENV2-infected cells, cytopathic effect rescue, plate reader | 350,000 tested, 1.7% active | AID 651640; in the data active = CPE inhibition above about 20%, passing the limit was not always enough; inconclusive = no clear call, values can overlap the other calls; tested in BHK-21 cells;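 note: 0% = median of neutral control wells and 100% = median of positive control wells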
# INS-1E GSIS act – primary screen for activators of insulin secretion dependent on glucose, INS-1E cells, GLuc reporter luminescence. 370,000 tested, 0.61% active. AID 743287. INS-1E GLuc reporter insulin secretion, 2-3 h. activation, % at 16.6 µM;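 active = lowest replicate activation of at least 40%, so every replicate reaches that level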;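 note: 0% = median of neutral control wells and 100% = median of IBMX positive control wells; some compounds called inactive have numbers as strong as hits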
# F508del corr – CFTR F508del correction in bronchial cells; CFBE cells, YFP halide quenching; stimulated with forskolin plus potentiator P3; % fluorescence drop versus neutral controls; activity (quench increase), % at 7.58 µM; 350,000 tested, 0.36% active;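 active = mean added fluorescence quench of at least 8% versus neutral control, with both replicates also reaching 8%; inconclusive = only one of the mean or replicate conditions met; inactive = mean below 8% and not both replicates reaching 8%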;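 note: cells transiently co-express mutant CFTR-F508del with the halide-sensitive YFP; corrector assay measuring rescue of mutant channel to the surface after 24 h compound exposure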
# XiGFP reactiv – reactivates the inactive X chromosome in mouse fibroblasts; XiGFP mouse fibroblasts, % GFP-positive cells imaging, 3 d; cells co-treated with 5-aza-dC sensitizer; scaled so ellipticine positive control = 100%; activation, % at 7.58 µM; 360,000 tested, 0.055% active; AID 743238;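 active = mean normalized replicate activation at least 10% and every replicate at or above 10%; inconclusive = only one of the two criteria met; inactive = mean below 10% and not all replicates reach 10%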;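 note: 0% = median of on-plate neutral control wells and 100% = ellipticine 6 µM median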
#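 System: SV40-immortalized XiGFP fibroblast cells, line 68-5-11 / Incubation: 3-day compound exposure, then 15 min fixation at room temperature / Compound: single concentration per compound, delivered by pin transfer / Buffer or medium: DMEM plus 5-aza-dC sensitizer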
# ARNT-TACC3 inh – disruptors of human ARNT/TACC3 interaction. Q9Y6A5. AlphaScreen His-ARNT PAS-B/GST-TACC3 binding, luminescence; TACC3 fragment carries E629A point mutation. inhibition, % at 9.99 µM. 390,000 tested, 0.66% active. AID 623870;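 active = mean inhibition of replicates at least 50% and at least half of replicates each reaching 50%; inconclusive = half or more replicates reach 50% but mean below 50%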;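 note: 0% = complete ARNT plus TACC3 wells and 100% = ARNT alone without TACC3; many hits fall short of the cut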
# ERp5 block – blocks human ERp5 reductase activity on insulin. Q15084. ERp5 insulin aggregation, absorbance 650 nm, 90 min. inhibition, % at 9.99 µM. 350,000 tested, 0.05% active. AID 651711;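 active = mean replicate inhibition above about 25%, with every replicate also reaching it, limit read from the data, passing the limit was not always enough; inconclusive = only one of those two criteria met; inactive = neither criterion met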
# Target sequence (Q15084 whole entry, looked up): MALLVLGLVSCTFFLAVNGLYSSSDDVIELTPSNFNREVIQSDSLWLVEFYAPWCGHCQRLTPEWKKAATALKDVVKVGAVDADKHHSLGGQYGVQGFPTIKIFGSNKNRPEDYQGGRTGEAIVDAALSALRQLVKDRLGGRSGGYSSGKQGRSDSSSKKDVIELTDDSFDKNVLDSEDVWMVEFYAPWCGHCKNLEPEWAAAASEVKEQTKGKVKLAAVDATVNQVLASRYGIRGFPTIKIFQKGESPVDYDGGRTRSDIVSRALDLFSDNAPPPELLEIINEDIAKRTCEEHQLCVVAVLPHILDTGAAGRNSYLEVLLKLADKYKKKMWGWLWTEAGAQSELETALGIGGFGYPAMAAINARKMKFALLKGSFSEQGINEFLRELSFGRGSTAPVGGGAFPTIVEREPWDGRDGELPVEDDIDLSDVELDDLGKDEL
# Active calls of the source: *; ? = inconclusive; . = not tested or not shown. The order is random, and some 4.2% of all compounds hit somewhere here.
SMILES,EWS-Fli inh,PAX8 inh HTS,DENV2 CPE,INS-1E GSIS act,F508del corr,XiGFP reactiv,ARNT-TACC3 inh,ERp5 block
Cc1ccc(N(C)C(=O)c2ccc(CNc3c(N4CCC(C)CC4)c(=O)c3=O)cc2)cc1,9,6,4,-3,1.6,9.3,-8,4
Cc1cc(C)cc(NC(=O)CCOc2ccccc2)c1,-9,-7,-4,-24,1.6,0.0,-3,1
O=C(OC1CCOC1=O)c1ccc(Cl)c(S(=O)(=O)N2CCOCC2)c1 (stereo not drawn),3,-12,-9,-5,2.6,0.1,0,-7
Cc1ccc(S(=O)(=O)N2CCC(C(=O)NCCN3CCOCC3)CC2)cc1C,.,-12,.,6,-1.1,0.0,-4,-1
COCCCn1c(SCC(=O)NC2CCCC2)nnc1-c1cccs1,.,4,15,-1,2.2,0.1,-8,-1
Cc1ccc(NC(=O)c2ccc(C(C)(C)C)cc2)cc1-n1cnnn1,-75,-16,-5,-2,-0.9,0.0,-1,5
C[C@@H]1CN([C@@H](C)CO)C(=O)c2cc(NS(=O)(=O)c3ccccc3)ccc2O[C@@H](C)CCCCO[C@@H]1CN(C)C(=O)C1CCCCC1,-5,-12,17,-8,-3.0,0.1,3,0
NCC(c1ccco1)c1c[nH]c2ccccc12 (stereo not drawn),-18,29,-7,0,-1.5,0.2,0,2
COc1ccccc1C1(O)C(=O)Nc2ccccc21 (stereo not drawn),-1,12,8,9,-1.4,-0.1,-3,0
COc1ccc(OC)c(-c2csc(NC(=O)Cc3cc(OC)c(OC)c(OC)c3)n2)c1,6,18,0,-25,2.8,0.2,.,-3
C[C@@H]1CN([C@H](C)CO)C(=O)c2cc(NS(C)(=O)=O)ccc2O[C@H]1CN(C)C(=O)Nc1ccccc1,-1,-3,4,11,1.6,-0.1,.,1
COc1ccc(OC)c(NC(=O)c2cccnc2Sc2cc(C)ccc2C)c1,.,-10,.,2,.,0.4,-19,.
CC(=O)Oc1ccc(-c2csc(Nc3cccc(C)n3)n2)cc1,-104,-85,-5,2,2.9,0.0,-10,1
COc1ccc(N(C(=O)C(C)C)S(=O)(=O)c2ccc3ccccc3c2)cc1,8,20,3,-10,-1.5,-0.1,-3,1
CCOC(=O)Cc1csc(NC(=O)COc2cccc(C)c2)n1,3,0,1,12,-0.8,0.0,-5,2
C[C@H]1CN([C@@H](C)CO)C(=O)c2cccc(NC(=O)Nc3ccc4c(c3)OCO4)c2O[C@H]1CN(C)CC1CCCCC1,-18,-12,-3,-19,-0.9,-0.9,1,-2
NC(N)=NN=C(c1ccc(F)cc1)c1ccc(C(F)(F)F)cc1,44,95*,-3,230,13*,1.2,3,-1
CN(Cc1cccc(F)c1)C(=O)CSc1nnnn1C1CC1,-7,.,0,2,0.0,0.0,-1,-4
COc1ccccc1NC(=O)CCN1C(=O)c2ccccc2C1=O,7,5,13,7,0.9,0.0,-5,1
COc1ccccc1C(=O)Nc1ccc2c(c1)C(=O)N(C)C[C@H](OC)[C@H](C)CN(CC1CC1)[C@H](C)CO2,3,4,-3,12,0.6,0.1,-1,-4
COc1ccccc1N(C)c1cc2c(c3c1ccn3C)C1CCC2O1 (stereo not drawn),-2,6,-9,.,-0.9,0.4,.,7
CO[C@@H]1CN(C)C(=O)c2ccc(NS(=O)(=O)c3ccc(Cl)cc3)cc2OC[C@H](C)N(C(=O)NC(C)C)C[C@@H]1C,11,.,-3,-20,-2.2,0.1,-1,-2
COc1ccc(OC)c2c1sc(=NC(=O)C(C)(C)C)n2C,4,20,5,.,-1.0,-0.1,-3,-2
Cc1c(C(=O)NCc2cccc(C(F)(F)F)c2)sc(=O)n1Cc1ccc(F)cc1,0,19,-13,-33,0.3,-0.1,.,0
CCC(=O)Nc1ccc2c(c1)C(=O)N(C)[C@H]1CC[C@H](CC(=O)Nc3cccc(OC)c3)O[C@H]1CO2,-15,3,16,2,-1.1,0.5,-4,3
CCOc1ccc(Br)cc1C(=O)N/N=C/c1c[nH]c2ccccc12,12,8,-2,6,3.6,-0.1,-5,3
C[C@@H](NC(=O)C[C@@H]1C=C[C@H](NS(=O)(=O)c2cccc(F)c2)[C@H](CO)O1)c1ccccc1,-1,-1,-2,-4,-0.1,0.1,8,2
Cc1cc(C(O)c2ncc(-c3ccc(Oc4ccccc4)cc3)[nH]2)ccc1F (stereo not drawn),8,6,-2,.,1.8,0.1,.,5
COc1ccc(-n2c(COc3ccc4c(c3)OCO4)nnc2SCC(=O)O)cc1,2,-30,1,4,0.0,-0.1,1,-6
C/C=C/c1ccc([C@@H]2[C@@H](CO)N(C(=O)CC)[C@H]2CNC(=O)C2CC2)cc1,3,12,3,-9,-3.9,0.2,-4,16
O=C(CSc1ccc2c(c1)OCCO2)Nc1ccc(Br)cn1,4,7,11,-2,-0.7,-0.2,3,3
O=C(O)C[C@H]1c2cc(C(F)(F)F)ccc2S(=O)(=O)N1Cc1ccccc1,3,1,-6,.,-1.5,-0.2,.,2
C#CCN(Cc1ccccc1)S(=O)(=O)C=C,-3,-15,?,-3,-2.4,0.9,.,0
Cc1ccc(C)c(NC(=O)C2CCCN2C(=O)NC2CCCCC2)c1 (stereo not drawn),-11,-5,3,10,-2.6,-0.1,-30,0
N=c1c2c(-c3ccccc3)c(-c3ccccc3)n(Cc3ccco3)c2ncn1CCCO,28,2,-7,-5,0.0,-0.1,.,0
C[C@@H]1CN([C@@H](C)CO)C(=O)c2cccc(NS(=O)(=O)c3cccs3)c2O[C@@H]1CN(C)S(=O)(=O)c1cn(C)cn1,1,.,0,6,-2.2,0.1,-6,-9
Nc1ncnc2c1ncn2[C@@H]1O[C@H](CNCc2c(OCc3ccccc3F)ccc3ccccc23)[C@@H](O)[C@H]1O,9,8,-14,0,0.7,-0.3,-2,-8
CCOc1ccc(NS(=O)(=O)c2ccc(C(=O)NCCN3CCOCC3)cc2)cc1,2,3,-2,9,1.2,0.0,4,-5
O=C(C[C@@H]1CC[C@H]2[C@@H](COC[C@@H](O)CN2C(=O)c2ccc3c(c2)OCO3)O1)NCCN1CCCC1,-5,-17,6,14,-1.7,0.0,.,3
CC(OC(=O)CNC(=O)C12CC3CC(CC(C3)C1)C2)C(=O)Nc1ccc(S(N)(=O)=O)cc1 (stereo not drawn),0,-14,-2,-6,-3.7,0.0,0,6
C[C@H](NC(=O)C[C@H]1CC[C@H]2[C@@H](COC[C@@H](O)CN2Cc2cc(F)ccc2F)O1)c1ccccc1,4,-4,5,-5,-0.2,0.2,-4,-3
C[C@@H]1CN([C@@H](C)CO)C(=O)c2cccc(NC(=O)C3CCCCC3)c2O[C@@H]1CN(C)Cc1ccc(C(=O)Nc2ccccc2N)cc1,?,22,-21,-3,6.1,0.3,10,9
C=CCN1C(=O)CS/C1=N\S(=O)(=O)c1ccc(Cl)cc1,.,4,.,36,.,0.0,-5,.
CCOC(=O)N1CCN(c2c(NCc3ccccn3)c(=O)c2=O)CC1,0,3,?,-4,-0.4,0.0,-9,2
Cc1ccc(C(=O)Nc2ccccc2)cc1S(=O)(=O)N1CCN(C)CC1,-7,-14,-4,-5,-2.5,-0.1,5,1
Cc1cc(C)nc(NC(=S)Nc2cccc(Cl)c2Cl)c1,18,8,-2,6,2.2,-0.3,-2,9
O=C(NCc1ccccc1Cl)NC(=O)c1ccccc1,-18,-7,.,7,0.1,0.3,-1,8
CC(C)NC(=O)N(C)C[C@H]1Oc2ccc(NC(=O)c3ccncc3)cc2CC(=O)N([C@H](C)CO)C[C@H]1C,0,-10,?,17,-3.4,0.1,-6,15
C[C@H](NC(=O)c1ncn2c1C(=O)NC[C@H]2C)c1ccccc1,-8,3,-1,7,-2.1,-0.1,.,3
N#C/C(=C\c1ccc(Cl)cc1)c1nc(-c2ccco2)cs1,-27,-65,-3,7,.,0.5,-2,2
Cc1ccc2c(CSc3nnnn3C)cc(=O)oc2c1,-1,12,0,44,-0.3,0.4,1,6
Cc1noc(C)c1C(=O)Nc1cccc(S(=O)(=O)N2CCOCC2)c1,-5,-12,-4,19,0.8,0.0,0,-8
C[C@@H]1CCCCO[C@@H](CN(C)C(=O)Nc2ccc3c(c2)OCO3)[C@H](C)CN([C@@H](C)CO)C(=O)c2cc(NC(=O)NC3CCCCC3)ccc2O1,7,-12,-9,6,-0.1,-0.1,0,.
O=C(NC1CCN(Cc2ccccc2Cl)CC1)c1ccccc1,5,30,2,5,-4.1,0.1,-6,2
C=CCn1c(=O)c2ccccc2n2c(=S)[nH]nc12,1,9,0,5,2.8,0.2,1,0
O=C(NCc1ccccn1)C1CCN(C2CCN(Cc3cccc(F)c3)CC2)CC1,-1,7,5,7,-0.9,0.0,.,-5
CCC(=O)N1[C@H](CO)[C@@H]2c3ccccc3N(C(=O)Nc3ccccc3Cl)C[C@@H]21,-8,-12,.,9,-2.8,0.3,8,.
C[C@H](CO)N1C[C@H](C)[C@H](CN(C)S(C)(=O)=O)Oc2ccc(NC(=O)Nc3ccccc3)cc2CC1=O,0,0,5,-2,0.1,0.0,2,2
CC(Oc1ccc(Cl)cc1Cl)c1ccnc(N)n1 (stereo not drawn),-13,-9,1,12,2.6,0.0,0,2
Cc1noc(C)c1S(=O)(=O)Nc1ccc2c(c1)C(=O)N([C@H](C)CO)C[C@H](C)[C@H](CN(C)C(=O)Nc1ccc(C(F)(F)F)cc1)OCCCC[C@H](C)O2,0,68*,?,-11,1.3,-0.9,6,3

# Going on with the list.
SMILES,EWS-Fli inh,PAX8 inh HTS,DENV2 CPE,INS-1E GSIS act,F508del corr,XiGFP reactiv,ARNT-TACC3 inh,ERp5 block
O=C(Nc1ccc2c(c1)[C@@H]1C[C@H](CC(=O)N3CCc4ccccc4C3)O[C@H](CO)[C@@H]1O2)C1CCC1,1,3,?,-14,-1.7,0.1,0,-4
COC(=O)CSc1ccc2nnc(-c3ccc(F)cc3)n2n1,-1,.,5,24,0.4,.,1,4
CC(=O)c1ccc2noc(-c3ccccc3)c2c1,-13,-33,.,16,-0.5,0.1,12,-5
COc1ccc(NC(=O)CN2CCCCC2)cc1S(=O)(=O)N1CCCCC1,7,-1,-6,-4,-1.6,0.1,-5,-7
CC(C)C[C@H](NC(=O)c1[nH]cnc1C(=O)N[C@@H](Cc1ccccc1)C(=O)OCc1ccccc1)C(=O)OCc1ccccc1,1,-4,7,12,1.3,0.1,3,-10
Cc1cc(Cl)ccc1NNC(=O)c1snnc1C,9,6,3,27,-0.4,0.3,-7,-5
COc1cc(/C=C/c2nc(-c3ccccc3O)n[nH]2)cc(OC)c1OC,.,-29,.,-31,.,0.5,20,.
CCOC(=O)N1CCC(N2Cc3cccc(C(=O)NCC4CCN(CC(C)C)C4)c3C2=O)CC1 (stereo not drawn),3,13,-4,.,-2.3,-0.1,2,-5
COc1cc(NC(=O)c2cc3c(Cl)nc4ccccc4c3s2)cc(OC)c1OC,.,12,.,-15,.,0.3,-1,.
CCN(CC)CC(O)CN1c2ccccc2Sc2ccccc21 (stereo not drawn),8,11,-2,7,-0.5,0.3,3,0
CCOc1ccc(Br)cc1S(=O)(=O)Nc1ccc(S(=O)(=O)Nc2cc(C)on2)cc1,-2,-16,-1,16,4.4,0.0,-10,-7
